Hep lipid drop: inhibitors of hepatocyte lipid droplet formation, primary screen, imaging, high-throughput imaging, BODIPY stain; inhibition, % at 6.5 µM; AML12 mouse hepatocytes, oleate lipid droplets; actives 0.4% (n = 240,000);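 active = lipid droplet intensity inhibited by at least 50%, with more than 500 cells counted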
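Test system: AML12 mouse liver cells; schedule: overnight exposure; technique: high-content imaging of BODIPY-stained droplets and DAPI nuclei; read-out: % inhibition of corrected integrated BODIPY droplet signal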
Ins promoter up: insulin promoter activators in MIN6 cells, imaging, high-content screening, mouse beta cells. MIN6 insulin promoter-GFP reporter; stronger effect = higher value. z-score at 5 µM. actives 0.3% (n = 190,000). AID 1625, 2009;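 active = z-score above 3 at 5 µM with at least 500 cells counted in the well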
Autophagy HCS: autophagy modulators in MEF cells, primary screen, imaging, high-content, MEF GFP-LC3. calls only at 10 µM (by protocol). AID 463193, 2010. MEF GFP-LC3 puncta imaging; test concentration mostly 10 µM. actives 0.98% (n = 190,000);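 active = percentage of spot-positive cells more than 3 SD above its plate mean, without a fluorescence outlier flag or 80% toxicity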;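 note: spot-positive cell cutoff set from DMSO-treated cells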
Dynein cargo inh: inhibitors of GR-EGFP nuclear translocation, primary screen, dynein cargo transport inhibitor project, imaging, high-content, 3617.4 mouse cells; test concentration mostly 20 µM; stimulated with dexamethasone, 1 µM; stronger effect = lower value; z-score, hits read low; actives 0.47% (n = 220,000); AID 1381, 2008;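 active = plate z-score of nuclear minus cytoplasmic receptor signal below a set negative limit, without overly bright fluorescence or cell loss, cut at about -3.5 in these data, passing the limit was not always enough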;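 note: z-score of nuclear minus cytoplasmic ring GR-EGFP intensity difference per well; some compounds called inactive have numbers as strong as hits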
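Buffer or medium: tetracycline-free induction medium containing charcoal-stripped FBS / Reagent: dexamethasone agonist, 1.0 µM final, for 30 min / Technique: automated 10x imaging of fixed Hoechst-stained cells / Times: induction 48 h, compound 1 h, agonist 30 min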
CSM14.1 death rescue: rescue of cells from ER stress-induced death, primary screen, 384-well, CSM14.1, thapsigargin, ATP luminescence (AID 1222); cellular ATP content (survival), % at 20 µM, or EC50 in µM where a hit was titrated; CSM14.1 thapsigargin-induced death rescue, ATP luminescence; higher % means a stronger effect; 190,000 tested, under 10 active;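 active = EC50 below 50 µM in the dose-response confirmation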;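 note: death triggered by thapsigargin at about 15 µM added after 2 h compound pretreatment; cell ATP read after overnight thapsigargin exposure of roughly 18 to 22 hours; normalized against plate controls of thapsigargin alone and 5% DMSO vehicle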
bCat nuc transl: modulators of beta-catenin nuclear translocation, primary screen, imaging, HeLa cells, immunofluorescence, high-content | nuclear translocation activity, % at 5 µM | actives 0.3% (n = 190,000) | AID 1665, 2009;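 active = nuclear translocation activity above 50% at 5 µM, with a well cell count of 50 or more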;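 note: per-cell ratio of nuclear to cytoplasmic median beta-catenin stain intensity; plate controls were DMSO negative control for no effect and GSK-3 inhibitor IX positive control for full effect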
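Read-out: Nuclear/cytoplasmic beta-catenin signal ratio, % activation | Assay system: Human HeLa cell line | Times: 24 h compound exposure at 37°C, 5% CO2 | Signal: Fluorescence imaging of beta-catenin antibody stain plus DAPI | Dosing: 5 µM primary, 0.02–20 µM confirmation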
XIAP antagonists: XIAP antagonists, biochemical, IAP family, fluorescence polarization (AID 1018); XIAP BIR domain, fluorescence polarization peptide displacement; higher % means a stronger effect; E3 ubiquitin-protein ligase XIAP (Homo sapiens); one-dose displacement, % at 20 µM; IC50 in µM for titrated hits; actives 0.007% (n = 200,000); in the data active = displacement above about 50%; note: a part of the inactive calls stands beside numbers as strong as those of hits
WT yeast gro inh: growth inhibition of WT strain, primary screen, mitochondrial fusion inhibitor project, WT and mutant strains, chemical genetic; mitochondrial fusion phenotypic screen; inhibition, % at 10 µM; actives 2.1% (n = 190,000); in the data active = inhibition above about 58%; tested in S. cerevisiae
MT stabilizer: microtubule stabilizers in HeLa cells, primary screen, imaging, high-content imaging; HeLa tubulin immunostaining HCS, 24 h; share of cells brighter than vehicle mean+2SD; % tubulin-high responders, % at 10 µM; actives 0.83% (n = 200,000); AID 2205, 2009;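 active = plate Z-score above 3 for both tubulin-high and condensed-nucleus cell shares, with cell loss under 80%, at 10 µM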;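 note: anti alpha tubulin signal scored within the nucleus-defined area of each cell; some results filed as inactive read as strong as hits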
WT yeast gro inh mutant strain: recorded beside WT yeast gro inh, whose call it bears; inhibition, %; mitochondrial fusion phenotypic screen, mutant strain inhibition
Dynein cargo inh cytoplasmic EGFP: also measured in Dynein cargo inh; calls as there; z-score; measured here: cytoplasmic GR-EGFP intensity; stronger effect = higher value
Dynein cargo inh nuclear GR-EGFP: also measured in Dynein cargo inh; calls as there; z-score; measured here: nuclear GR-EGFP intensity;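 lower value marks the stronger effect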
Dynein cargo inh cell count: further read-out of Dynein cargo inh, marked with its call; z-score; measured here: cell count per field
Ins promoter up cell count: also measured in Ins promoter up; calls as there; cell count; measured here: cytotoxicity, nuclei count;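 total cells summed across four imaged fields per well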
Hep lipid drop cells 6.5 µM: recorded beside Hep lipid drop, whose call it bears; cell count; measured here: cell count, cytotoxicity flag;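 cells counted across two imaged fields per well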
bCat nuc transl cell count 5 µM: second read-out of bCat nuc transl, no call of its own (marks repeat the call); cell count; measured here: cell count, cytotoxicity flag
MT stabilizer Hoechst-high %: also measured in MT stabilizer; calls as there; % Hoechst-high responders; measured here: nuclear condensation Hoechst responders;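 share of cells brighter than vehicle mean plus two SD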
MT stabilizer cytotoxicity %: recorded beside MT stabilizer, whose call it bears; toxicity, %; measured here: cytotoxicity by cell density;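 0% = mean cell density of plate MIN control wells and 100% = no cells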
Autophagy HCS cell loss 18 h: second read-out of Autophagy HCS, no call of its own (marks repeat the call); toxicity, %; measured here: cell loss, nuclei count;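 cell loss after 18 h compound exposure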
The depositor's hits bear a star; i = inactive; x = no result given. The order is random. About 4% of those tested had a hit in this group.

Sequence of screens: Dynein cargo inh, Hep lipid drop cells 6.5 µM, Autophagy HCS, bCat nuc transl, Ins promoter up cell count, Hep lipid drop, Autophagy HCS cell loss 18 h, Dynein cargo inh nuclear GR-EGFP, Dynein cargo inh cell count, WT yeast gro inh, Ins promoter up, MT stabilizer, XIAP antagonists, Dynein cargo inh cytoplasmic EGFP, CSM14.1 death rescue, bCat nuc transl cell count 5 µM, MT stabilizer cytotoxicity %, WT yeast gro inh mutant strain, MT stabilizer Hoechst-high %
COC(C[C@@H](O)CC(=O)COCc1ccccc1)OC
    -0.23, 722, x, 0.7, 1021, 14, x, -0.069, 0.18, x, -0.09, x, x, -0.81, x, 1267, x, x, x
CC(C)(C)c1ccc(Oc2ccc(NC(=O)C3CC=CCC3C(=O)O)cc2)cc1 (stereo not drawn)
    0.31, 680, i, 0.6, 1704, -7, 19, 0.64, 0.56, -9, 1.6, 7.8, -8.6%, -0.35, 4.7%, 938, 7.2, 6, 1.8
COc1ccc(C(CCNCc2ccccc2F)c2ccc(F)cc2)cc1 (stereo not drawn)
    -0.94, 664, i, -3.2, 1299, -1, 10, -0.67, 0.4, 55, 0.37, 1.4, -5.4%, -0.064, -3.4%, 910, 5.8, 27, 3.7
O=C(O)Cc1ccc2ocnc2c1
    -0.42, x, i, x, x, x, 34, -0.4, -0.6, -10, x, 1.9, -1.3%, -0.21, -2.3%, x, 4.2, -11, 1.9
COc1ccc(N2CCN(C(=O)c3ccccc3)CC2)c([N+](=O)[O-])c1
    -0.96, 736, i, -1.0, 1327, 12, -3, -0.36, 0.01, 0, 1.4, 3.0, -3.6%, -0.072, 3.4%, 1182, 11, -2, 1.5
Cc1cccc(OCc2nnc(SCC(=O)Nc3sc(C)c(C)c3C#N)n2C)c1
    -0.14, x, i, -0.4, 1276, x, 3, -0.14, -0.024, -3, -0.05, 2.6, -3.1%, -0.16, -0.5%, 1151, 7.6, -9, 1.2
COc1ccc(S(=O)(=O)NC(C)C(=O)Nc2ccccc2C(F)(F)F)cc1 (stereo not drawn)
    -0.84, 794, i, -0.1, x, -2, -15, -0.14, 0.33, -1, x, 1.6, -2.8%, 0.53, 1.8%, 1119, 5.4, 5, 1.1
COc1ccc(CN2CC(C(=O)NCc3ccc4c(c3)OCO4)CC2=O)cc1 (stereo not drawn)
    0.081, 764, i, x, 999, -2, -5, 0.15, 0.62, -4, -0.29, 2.6, -4.5%, -0.12, 0.8%, x, 9.8, -3, 1.2
COc1cccc(-n2c(=O)c3cc(OC)c(OC)cc3n(CC(=O)Nc3cc(C)[nH]n3)c2=O)c1
    2.3, 732, i, -1.1, 1283, -16, 13, 1.5, -1.8, 0, -0.08, 4.3, -4.0%, 0.57, -2.0%, 947, 2.4, 1, 1.9
Cc1ccsc1C1Nc2ccccc2C(=O)N1O (stereo not drawn)
    -0.4, 693, i, -0.7, 1314, 3, 2, -0.37, 0.58, -12, 0.86, 1.6, -3.8%, -0.0075, -0.4%, 469, 7.9, -5, 3.3
C[C@]12CCC(=O)C[C@@H]1CC[C@@H]1[C@@H]2CC[C@]2(C)C=CC[C@@H]12
    x, 722, x, -3.2, 1461, 7, x, x, x, 37, 0.48, x, -8.2%, x, -3.1%, 1160, x, 16, x
CCOC(=O)C1(Cc2cccc(F)c2)CCN(C(=O)c2cscn2)CC1
    -0.44, 694, i, -2.0, 1301, -9, 19, -0.19, -0.042, -3, -0.38, 1.5, -3.3%, -0.2, 1.9%, 1155, 0.2, -4, 1.3
COc1ccc(NC(=O)Oc2cc(C)ccc2C(C)C)cc1
    -0.17, 616, x, -1.5, 1041, -14, x, -0.48, 0.057, x, 0.06, x, x, -0.23, x, 1305, x, x, x
Cc1ccccc1NC(=O)Cc1nc(CCl)cs1
    -0.79, x, i, x, 1270, x, 10, -0.77, 1.7, 11, -0.29, 3.8, 0.2%, -0.25, 0.9%, x, 2.8, 15, 1.6
Cc1ccccc1N(CC(=O)NCC1CCCO1)C(=O)C1(C)CC(=O)N=C2C=CC=CN21 (stereo not drawn)
    1, 605, i, -2.1, 1864, 9, -1, 0.83, -0.08, 1, 0.77, 3.3, -3.0%, -0.25, -1.4%, 1051, 11, -3, 3.7

Molecules above containing a thiophene ring, fused or not, in the order listed:
Sequence of screens: Dynein cargo inh, Hep lipid drop cells 6.5 µM, Autophagy HCS, bCat nuc transl, Ins promoter up cell count, Hep lipid drop, Autophagy HCS cell loss 18 h, Dynein cargo inh nuclear GR-EGFP, Dynein cargo inh cell count, WT yeast gro inh, Ins promoter up, MT stabilizer, XIAP antagonists, Dynein cargo inh cytoplasmic EGFP, CSM14.1 death rescue, bCat nuc transl cell count 5 µM, MT stabilizer cytotoxicity %, WT yeast gro inh mutant strain, MT stabilizer Hoechst-high %
Cc1cccc(OCc2nnc(SCC(=O)Nc3sc(C)c(C)c3C#N)n2C)c1
    -0.14, x, i, -0.4, 1276, x, 3, -0.14, -0.024, -3, -0.05, 2.6, -3.1%, -0.16, -0.5%, 1151, 7.6, -9, 1.2
Cc1ccsc1C1Nc2ccccc2C(=O)N1O (stereo not drawn)
    -0.4, 693, i, -0.7, 1314, 3, 2, -0.37, 0.58, -12, 0.86, 1.6, -3.8%, -0.0075, -0.4%, 469, 7.9, -5, 3.3

(list continues)
Sequence of screens: Dynein cargo inh, Hep lipid drop cells 6.5 µM, Autophagy HCS, bCat nuc transl, Ins promoter up cell count, Hep lipid drop, Autophagy HCS cell loss 18 h, Dynein cargo inh nuclear GR-EGFP, Dynein cargo inh cell count, WT yeast gro inh, Ins promoter up, MT stabilizer, XIAP antagonists, Dynein cargo inh cytoplasmic EGFP, CSM14.1 death rescue, bCat nuc transl cell count 5 µM, MT stabilizer cytotoxicity %, WT yeast gro inh mutant strain, MT stabilizer Hoechst-high %
CCC(C)NC(=O)c1ccc(COc2ccccc2Cl)cc1 (stereo not drawn)
    0.66, 727, i, -3.5, 816, -12, 7, 0.061, -0.34, 17, -0.31, 1.1, -2.3%, -0.05, -4.0%, 1214, 2.8, 20, 1.1
O=C1NC2(CCCCCC2)N=C1c1ccc(F)cc1
    -0.32, 704, i, x, 869, -1, -4, -0.31, 0.36, 0, 1, 0.5, -5.9%, -0.11, -1.3%, x, 2.7, 2, 1.0
COc1ccc(Oc2cnn(-c3ccccc3)c(=O)c2Br)cc1
    0.51, 682, i, -1.5, 1618, 30, 2, 1, -0.98, 5, 1, 2.2, -8.4%, -0.21, 0.3%, 861, 2.5, -1, 2.9
Cc1cc(C(=O)NC2CCCc3ccccc32)c(C)o1 (stereo not drawn)
    1.1, 777, i, -1.6, 920, -1, -1, 0.92, -0.041, 12, -0.81, 2.7, -3.9%, -0.049, 3.9%, 1117, 7.5, 4, 1.6
O=C(COC(=O)c1ccc2ccccc2n1)Nc1ncc(C(F)(F)F)cc1Cl
    0.16, x, i, x, 1003, x, -6, 0.25, 0.17, 3, -0.7, 1.3, -4.4%, -0.1, -1.0%, x, 2.2, -1, 1.3
CN(C)S(=O)(=O)N(CC(=O)Nc1ccc(F)c(F)c1)c1ccccc1
    0.38, 693, i, -3.1, x, -4, 28, 0.41, 0.21, 9, x, 1.5, -4.2%, 0.37, -3.4%, 1246, 0.9, 16, 1.0
CCCC(NC(=O)CCl)c1ccccc1 (stereo not drawn)
    -0.2, 714, i, 4.9, 1275, 10, -17, -0.26, 0.27, -14, 1, 4.6, -1.2%, -0.24, -0.2%, 964, 0.3, -2, 3.0
CCOC(=O)c1c(C)nc2c(c1-c1ccccc1)C(=O)CC(C)(C)C2
    0.12, x, i, x, x, x, 1, -0.22, -0.6, 2, x, 1.5, -1.1%, -0.21, 14%, x, 6.8, -7, 2.2
Cc1[nH]c2ccccc2c1C(c1ccccn1)c1c(C)[nH]c2ccccc12
    -0.29, 847, i, -1.7, 920, -3, -3, -0.2, 0.034, 15, 1.1, 3.1, -7.7%, 0.019, 0.2%, 976, 12, 11, 1.3
CCOC(=O)CSc1nnc(CNC(=O)c2ccc(S(=O)(=O)N3CCOCC3)cc2)n1C
    -0.0013, 714, i, -0.5, 1283, -12, -1, 0.8, -0.71, 6, -0.93, 5.3, -3.8%, 0.7, 1.4%, 988, 8.8, 4, 3.0
O=C(Nc1ccc(/C=C/c2nc3ccccc3o2)cc1)c1cccc(C(F)(F)F)c1
    -0.3, x, i, -0.3, 1573, x, -2, -0.25, 1, 18, -0.65, 2.1, -7.2%, -0.19, -0.7%, 1360, 7.9, -7, 1.4
COc1ccc(CN2CC(C(=O)NCCCN3CCOCC3)CC2=O)cc1 (stereo not drawn)
    -0.039, x, i, 1.4, 1392, x, 14, -0.14, 0.83, 8, -0.11, 6.2, -3.1%, -0.26, -0.7%, 1348, 7.8, 14, 2.4
O=C(CSc1nnc(CSc2nc3ccccc3s2)o1)NC1CCCCC1
    -0.73, x, i, -2.4, 1178, x, 10, -0.24, 0.87, 23, 0.11, 3.6, -4.4%, -0.22, 0.3%, 1062, 3.4, 14, 2.6
CN(C)S(=O)(=O)c1cccc(NC(=O)COC(=O)/C=C/c2ccc(Br)o2)c1
    -0.95, 744, x, -1.0, 1333, -5, x, -0.59, 0.98, x, -0.09, x, x, -0.2, x, 1027, x, x, x

Screening results from PubChem BioAssay.
